hcDAF-12 act: H. contortus DAF-12 activation, primary screen | HEK293 hcDAF-12 lit1-tk-luc reporter, luminescence; 0% DMSO, 100% Δ7-dafachronic acid | activation, % at 6.8 µM | actives 1.4% (n = 370,000) | AID 652067;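 active = activation above the mean of all tested compounds plus 3 SD, cut at about 5.5% in these data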;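 also: 100% = response to 3 µM Δ7-dafachronic acid high control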
ADAM17 inh: ADAM17 inhibition, QFRET primary screen; AID 720648; P78536; inhibition, % at 6.95 µM; actives 0.83% (n = 370,000); recombinant ADAM17, EDANS/DABCYL FRET peptide cleavage;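 active = inhibition above the mean of compounds lying between control limits plus 3 SD, set per campaign, cut at about 8.5% in these data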;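 also: 0% = DMSO-only wells as the low control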
PLC-gamma1 inh: PLC-gamma1 (human) inhibition, primary screen; purified PLC-gamma1, fluorogenic substrate, fluorescence; inhibition, % at 12.2 µM; actives 0.84% (n = 370,000); in the data active = inhibition above about 9.5%
ssDAF-12 act: S. stercoralis DAF-12 activation, primary screen; HEK293 ssDAF-12/GRIP1 lit1-tk-luc reporter, luminescence; % of 3 µM dafachronic acid response; activation, % at 6.8 µM; actives 1% (n = 370,000);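 active = activation above the mean over all tested compounds plus 3 SD, cut at about 0.9% in these data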;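 also: 0% = DMSO-only wells and 100% = 3 µM delta7-dafachronic acid wells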
DAX1 inh-1: inhibitors of DAX1 repression of SF-1 activated StAR promoter; inhibition, % at 6.8 µM; AID 652010; HEK293T StAR-luciferase reporter, SF-1/DAX-1 repression relief; actives 1.1% (n = 370,000);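 active = inhibition above the mean over all tested compounds plus 3 SD, cut at about 3.6% in these data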;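 also: 0% = DAX-1 cells with DMSO and 100% = cells lacking DAX-1 with DMSO; higher inhibition means more luminescence from relief of DAX-1 repression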
Rev-erbA mod: modulators of human Rev-erb alpha DNA binding; P20393; Rev-erbα–FITC-DNA binding, fluorescence polarization, 90 min; activity, % at 10 µM; actives 0.79% (n = 370,000); AID 1259318;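 active = activity above about 14%, limit read from the data; passing the limit was not always enough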;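 also: 0% = DMSO wells with 35 nM protein and 100% = DMSO wells with 750 nM protein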
SMARCA2 activ: activators of SMARCA2 function. AID 652017. actives 1% (n = 370,000). MG213 cells, MMTV-luciferase reporter, dexamethasone, overnight. activation, % at 9.1 µM; in the data active = activation above about 7.8%;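 also: 0% = vehicle wells and 100% = reference activator wells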
DAX1 inh-2: inhibits human nuclear receptor DAX1; inhibition, % at 6.75 µM; HEK293 Gal4-DAX1 luciferase reporter, luminescence; actives 0.99% (n = 340,000); AID 504766; P51843;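 active = inhibition above the mean over all tested compounds plus 3 SD, cut at about 4.2% in these data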;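 also: 0% = DAX1-transfected cells with DMSO and 100% = empty-vector control cells with DMSO; inhibition shows as a rise in luminescence from relieved DAX1 repression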
PLC-beta3 inh: PLC-beta3 (human) inhibition, primary screen. Q01970. Purified PLC-beta3, fluorogenic substrate, fluorescence. inhibition, % at 12.2 µM. actives 0.18% (n = 370,000); in the data active = inhibition above about 11%;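 also: 0% = median of compound wells on plate and 100% = full blocker control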
Target sequence (Q01970 whole entry, looked up): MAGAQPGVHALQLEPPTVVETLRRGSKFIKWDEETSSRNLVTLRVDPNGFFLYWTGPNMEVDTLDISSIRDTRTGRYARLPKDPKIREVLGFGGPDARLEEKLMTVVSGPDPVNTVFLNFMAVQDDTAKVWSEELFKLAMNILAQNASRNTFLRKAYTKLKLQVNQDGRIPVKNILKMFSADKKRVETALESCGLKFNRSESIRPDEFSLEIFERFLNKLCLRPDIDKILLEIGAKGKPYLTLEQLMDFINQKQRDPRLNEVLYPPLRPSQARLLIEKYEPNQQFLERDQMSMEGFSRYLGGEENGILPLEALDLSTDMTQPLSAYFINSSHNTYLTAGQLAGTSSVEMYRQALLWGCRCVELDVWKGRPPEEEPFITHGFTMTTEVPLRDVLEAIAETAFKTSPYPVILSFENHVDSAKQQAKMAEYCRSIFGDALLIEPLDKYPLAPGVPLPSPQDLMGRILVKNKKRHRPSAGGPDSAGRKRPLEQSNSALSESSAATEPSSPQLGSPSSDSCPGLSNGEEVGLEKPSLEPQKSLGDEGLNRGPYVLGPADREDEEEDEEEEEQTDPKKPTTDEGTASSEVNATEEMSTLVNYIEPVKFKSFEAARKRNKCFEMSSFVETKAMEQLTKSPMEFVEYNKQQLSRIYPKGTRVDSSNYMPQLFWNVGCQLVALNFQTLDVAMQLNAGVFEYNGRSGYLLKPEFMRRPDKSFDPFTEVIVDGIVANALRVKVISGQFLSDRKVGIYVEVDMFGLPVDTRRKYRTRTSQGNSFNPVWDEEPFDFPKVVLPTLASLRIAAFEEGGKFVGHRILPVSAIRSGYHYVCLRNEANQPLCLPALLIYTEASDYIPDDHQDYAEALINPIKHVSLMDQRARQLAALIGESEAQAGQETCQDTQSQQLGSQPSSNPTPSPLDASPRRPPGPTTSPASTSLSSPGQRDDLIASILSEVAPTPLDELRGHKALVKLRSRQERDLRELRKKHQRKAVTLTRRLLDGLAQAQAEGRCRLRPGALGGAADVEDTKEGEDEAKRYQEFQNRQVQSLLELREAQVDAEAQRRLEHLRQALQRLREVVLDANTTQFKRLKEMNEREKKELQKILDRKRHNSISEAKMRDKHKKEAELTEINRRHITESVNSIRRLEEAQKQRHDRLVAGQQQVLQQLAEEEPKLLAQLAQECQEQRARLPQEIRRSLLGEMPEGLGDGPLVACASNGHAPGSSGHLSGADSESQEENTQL
hgDAF12 agonist: activates the H. glycines DAF-12 receptor ligand-binding domain; activation, % at 6.8 µM; HEK293 GAL4-hgDAF12 UAS-luciferase reporter, agonist luminescence; normalized to butyrate control; AID 687014; actives 1.8% (n = 370,000);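 active = activation above a cutoff set at the mean of all screened compounds plus 3 SD, cut at about 10% in these data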;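 also: 0% = DMSO wells and 100% = sodium butyrate wells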
MBD2 DNA inh: MBD2-methylated oligo binding inhibition; TR-FRET, MBD2 binding to methylated oligonucleotide; inhibition, % at 4.4 µM; actives 0.31% (n = 370,000); AID 686964; in the data active = inhibition above about 13%
* = called active by the depositor; nt = no result given.

The first 4 records, to show the layout:
SMILES	hcDAF-12 act	ADAM17 inh	PLC-gamma1 inh	ssDAF-12 act	DAX1 inh-1	Rev-erbA mod	SMARCA2 activ	DAX1 inh-2	PLC-beta3 inh	hgDAF12 agonist	MBD2 DNA inh
C[C@@H]1CN([C@H](C)CO)C(=O)c2cc(NC(=O)Nc3ccc(F)cc3)ccc2O[C@@H](C)CCCCO[C@H]1CN(C)S(=O)(=O)c1cccs1	-1.6	8.9*	2	-1.7	-1.1	2	-4	1.5	6	-1.0	-4
CCC(CC)NC(=O)c1cc(OC)c(OC)cc1[N+](=O)[O-]	-1.7	-4	2	-0.7	-0.3	2	-2	0.4	-1	-0.5	2
O=C(O)CCCNC(=O)CCCn1nnc2ccccc2c1=O	-1.1	-10	1	-1.3	0.0	5	0	-0.1	-10	0.7	0
COc1cccc(C2NC(=O)NC(C)=C2C(=O)Nc2ccc(C)cc2)c1 (centres undefined)	-1.0	0	6	-1.5	0.1	0	1	2.3	2	-2.9	-7

Results (from the top)
SMILES	hcDAF-12 act	ADAM17 inh	PLC-gamma1 inh	ssDAF-12 act	DAX1 inh-1	Rev-erbA mod	SMARCA2 activ	DAX1 inh-2	PLC-beta3 inh	hgDAF12 agonist	MBD2 DNA inh
C[C@@H]1CN([C@H](C)CO)C(=O)c2cc(NC(=O)Nc3ccc(F)cc3)ccc2O[C@@H](C)CCCCO[C@H]1CN(C)S(=O)(=O)c1cccs1	-1.6	8.9*	2	-1.7	-1.1	2	-4	1.5	6	-1.0	-4
CCC(CC)NC(=O)c1cc(OC)c(OC)cc1[N+](=O)[O-]	-1.7	-4	2	-0.7	-0.3	2	-2	0.4	-1	-0.5	2
O=C(O)CCCNC(=O)CCCn1nnc2ccccc2c1=O	-1.1	-10	1	-1.3	0.0	5	0	-0.1	-10	0.7	0
COc1cccc(C2NC(=O)NC(C)=C2C(=O)Nc2ccc(C)cc2)c1 (centres undefined)	-1.0	0	6	-1.5	0.1	0	1	2.3	2	-2.9	-7
CCN(Cc1ccccc1)S(=O)(=O)c1cc(C(=O)O)ccc1OC	-0.6	0	0	-1.4	0.5	3	2	0.6	0	3.5	0
N#Cc1ccccc1S(=O)(=O)N1CCN(C(=O)c2cc(=O)[nH]c3ccccc23)CC1	-2.0	-21	-27	-0.2	-1.0	-1	-2	1.0	-38	1.8	3
C=CCN(C(=O)[C@@H](C)[C@@H](O)c1ccc(C(C)=O)cc1)c1ccccc1	-2.9	-4	-2	-0.8	-0.5	-2	-2	nt	-3	-1.4	0
CN1C(=O)/C(=C\c2ccncc2)SC1=Nc1ccccc1	-2.1	1	0	-1.3	-1.3	1	4	0.6	2	-1.1	-4
Cn1c(=O)cc(OCC(=O)N2CCN(c3ccccc3F)CC2)c2ccccc21	-1.0	-2	1	-1.0	0.4	3	1	0.0	1	2.8	0
O=C(OCC(=O)N1CCc2ccccc21)c1n[nH]c(=O)c2ccccc12	-0.1	0	-2	-0.6	0.0	3	2	1.5	-2	4.9	-1
Cc1ccc(-c2c(NC(=O)Nc3ccc(F)cc3)nc3ncccn23)cc1	1.1	-15	-176	-0.5	-1.8	6	1	nt	-242	4.1	0
Cc1ccc(C(=O)NC(=S)Nc2ccc(NC(=O)c3cccs3)cc2)cc1[N+](=O)[O-]	-2.5	2	0	-0.6	0.4	-17	0	-1.0	2	3.0	-7
COCCNc1nnc(SC(C)C(=O)Nc2c(C)n(C)n(-c3ccccc3)c2=O)s1 (centres undefined)	-1.3	-2	2	-0.2	-1.3	5	5	0.3	-1	-1.6	-5
Cc1ccc(NC(=O)CSCCc2ccccn2)nc1	1.8	-1	-2	-0.4	0.1	0	-2	-0.3	-3	4.5	2
Cc1ccccc1NC(=O)CN1C(=O)COc2ccc(S(=O)(=O)N3CCCC3)cc21	-1.5	-1	0	-1.4	0.1	1	-3	-0.3	-2	2.4	1
COC(=O)[C@]12C[C@H](CC(=O)N3CCCCC3)C(=O)N(Cc3ccco3)C1=C[C@H](C1CCCC1)O[C@@H]2C	-0.1	2	3	-1.1	-0.5	-3	0	nt	3	3.1	0
O=C(COC(=O)c1cc[n+]([O-])cc1)Nc1ccccc1Cl	2.1	-3	1	-0.8	0.3	4	11*	-0.7	0	0.6	7
COc1cccc(C(NC(C)=O)c2nc(-c3cnc4ccccc4c3)cs2)c1 (centres undefined)	-2.1	0	7	-1.0	-0.1	6	3	nt	3	-1.0	-7
Cc1ccc(-n2c(SCC(=O)O)nc3c(sc(=S)n3-c3ccc(C)c(C)c3)c2=O)cc1	-0.7	1	2	-1.8	0.1	5	-1	0.0	-2	-0.3	-3
COc1ccccc1-c1ccc2c(c1)C(C)(Cc1cccc(F)c1)C(=O)N2 (centres undefined)	-2.0	3	0	-1.6	-0.8	63*	-3	nt	-3	-4.9	-6
CC(=O)c1cccc(Nc2cc(C)nc3ccccc23)c1	-1.6	-2	3	-1.3	-0.8	-1	-2	2.7	-6	-1.6	3
C=CCNC(=O)/C(=C\C=C\c1ccccc1)NC(=O)c1ccc(OCCCC)cc1	-0.2	5	-23	-1.1	0.1	3	1	-1.1	-33	1.1	1
CC(C)C(NC(=O)OCc1ccccc1)C(=O)NC(Cc1ccc(O)cc1)C(=O)O (centres undefined)	-0.3	1	4	-0.7	-0.1	5	-1	-0.7	6	0.6	-5
Cc1ccc(S(=O)(=O)N(C)c2ccccc2)cc1	-1.4	1	0	-1.6	-0.2	4	-1	-0.9	-1	-1.6	3
Clc1ccc(CSc2nnc(-c3ccccn3)n2Cc2ccco2)c(Cl)c1	-1.2	-4	2	-1.0	-0.5	0	-4	-2.3	-10	1.0	-1

Filtered by structure, the compounds so far with fluorine.
SMILES	hcDAF-12 act	ADAM17 inh	PLC-gamma1 inh	ssDAF-12 act	DAX1 inh-1	Rev-erbA mod	SMARCA2 activ	DAX1 inh-2	PLC-beta3 inh	hgDAF12 agonist	MBD2 DNA inh
C[C@@H]1CN([C@H](C)CO)C(=O)c2cc(NC(=O)Nc3ccc(F)cc3)ccc2O[C@@H](C)CCCCO[C@H]1CN(C)S(=O)(=O)c1cccs1	-1.6	8.9*	2	-1.7	-1.1	2	-4	1.5	6	-1.0	-4
Cn1c(=O)cc(OCC(=O)N2CCN(c3ccccc3F)CC2)c2ccccc21	-1.0	-2	1	-1.0	0.4	3	1	0.0	1	2.8	0
Cc1ccc(-c2c(NC(=O)Nc3ccc(F)cc3)nc3ncccn23)cc1	1.1	-15	-176	-0.5	-1.8	6	1	nt	-242	4.1	0
COc1ccccc1-c1ccc2c(c1)C(C)(Cc1cccc(F)c1)C(=O)N2 (centres undefined)	-2.0	3	0	-1.6	-0.8	63*	-3	nt	-3	-4.9	-6

Continued.
SMILES	hcDAF-12 act	ADAM17 inh	PLC-gamma1 inh	ssDAF-12 act	DAX1 inh-1	Rev-erbA mod	SMARCA2 activ	DAX1 inh-2	PLC-beta3 inh	hgDAF12 agonist	MBD2 DNA inh
CC(C)CNC(=O)CC(c1ccccc1)c1c(O)ccc2ccccc12 (centres undefined)	-2.1	-16	-21	-1.2	-0.4	0	-3	0.1	-31	-3.1	-1
COc1cccc2c1[C@H](/C=C/c1ccccc1)[C@@H]([C@H](O)CO)OC2	-0.8	-1	1	-0.9	-1.4	2	-2	nt	2	-2.4	2
Cc1ccc(C(=O)NC(C)C(c2cccs2)N2CCOCC2)cc1C (centres undefined)	-1.0	1	3	-0.8	0.5	-7	0	0.4	8	-3.3	1
Cc1cccc(C(=O)N2CCN(c3ccc([N+](=O)[O-])c(N4CCOCC4)c3)CC2)c1	-0.3	-1	0	-1.2	-1.3	3	-3	-0.8	1	-0.6	-12
COc1ccc(NC(=O)Nc2cc(C)ccc2OC)cc1	-2.0	0	-1	-1.6	-0.3	-2	0	0.0	1	2.5	4
CCN(CCn1cccn1)C(=O)CC1C(=O)NCCN1Cc1ccc(F)c(F)c1 (centres undefined)	-1.6	-6	-11	-1.2	1.1	0	-4	0.0	-16	-4.7	-3
CCNc1cc(N2CCN(S(=O)(=O)c3ccc4c(c3)CCCC4)CC2)ccc1[N+](=O)[O-]	-1.1	-5	1	-1.0	-0.9	1	-1	0.1	0	0.3	-6
CCC(C)(C)NC(=O)Cn1c(=O)oc2cc(S(=O)(=O)N3CC(C)CC(C)C3)ccc21 (centres undefined)	-0.6	-1	1	-1.2	-0.2	-2	-1	-0.1	-7	-2.1	-1
CCOc1cccc(=O)c2c(C)n(C)c(C)c12	-0.8	-5	-15	-1.4	-0.4	-4	0	0.7	-22	1.5	-3
CCCn1c(=O)c2ccccc2n2c(SCC(=O)c3ccc(CC)cc3)nnc12	-0.1	-3	2	-0.7	-0.1	4	-1	-0.9	3	0.4	-3
CCOc1cc(/C=N/OC(C)=O)ccc1OCc1ccccc1	-1.6	-3	-1	-1.2	0.7	-1	-3	0.7	-1	0.2	0
Cc1ccc(-n2c(-c3ccccc3)n[nH]c2=S)cc1	-1.9	-3	-2	-1.1	-0.6	0	0	-0.3	3	-1.7	0
CC(NC(=O)CSc1nnc(CC(=O)Nc2ccc(Cl)c(Cl)c2)n1C)c1ccccc1 (centres undefined)	-1.0	1	1	-1.8	-0.2	-3	-3	2.3	-1	-1.0	-2
C=CCN1[C@H](CO)[C@H](c2ccccc2)[C@@H]1C#N	-2.3	-4	-1	-1.3	-0.3	-1	-3	nt	1	-5.6	0
CCC(=O)Nc1ccc2nc(C)n(Cc3ccccc3Cl)c(=O)c2c1	-2.3	-5	0	-0.7	-0.4	1	-1	-0.2	-5	-2.4	2
O=C(CSc1ccc2nnc(-c3cccnc3)n2n1)NCc1ccc2c(c1)OCO2	-0.3	-2	2	-0.7	0.2	6	0	0.2	2	-1.5	1
COc1c(-c2ccc([N+](=O)[O-])cc2[N+](=O)[O-])c(=O)n(C)c(=O)n1C	-1.3	2	1	-0.9	-0.2	-1	1	-1.2	-3	6.3	-5
O=C(O)/C=C/C(=O)O	-0.3	-1	3	-1.2	0.8	-2	1	4.0	4	2.2	1
O=[N+]([O-])c1cc(S(=O)(=O)C(F)(F)F)ccc1Sc1nc2ccccc2s1	1.2	-1	4	-0.1	0.0	3	1	-0.3	3	1.4	-2
COC(=O)C1CN(C2CCCC2)CCS(=O)(=O)N1Cc1ccc(Cl)cc1 (centres undefined)	-0.4	-6	0	-1.6	-0.7	-2	-2	nt	-5	-3.7	1
COc1cc(CN2CCN(C(O)(c3ccccc3)c3ccccc3)CC2)cc(OC)c1OC	-2.6	0	6	-1.2	0.0	0	-3	0.1	-1	0.1	1
N#CCCN1CCn2c1nc1ccccc12	-1.5	2	3	-1.0	-0.1	6	-1	-0.8	10	0.8	4
COc1cc(NS(=O)(=O)c2ccc(NC(C)=O)cc2)nc(OC)n1	-0.5	0	4	-1.6	1.0	-4	7	0.3	8	-2.0	-3
C=C(C)CC1Nc2ccccc2NC1CC(=C)C (centres undefined)	3.3	-4	-90	0.5	0.2	7	-1	0.5	-116	0.7	-8
Cc1cccc(Nc2ccc(C(=O)N3CCOCC3)cn2)c1	0.3	-2	-14	-0.8	0.3	0	1	0.7	-10	5.7	0
COC(=O)c1ccc(NC(=O)CCc2c(C)nc3ncnn3c2C)cc1	0.6	-1	-2	-0.3	-0.1	2	-2	-0.9	2	-1.3	4
Cc1nnc(NC(=O)CSc2nnc(Cc3cccn3C)n2-c2cccc(C(F)(F)F)c2)s1	-1.2	-2	-10	-1.3	1.2	6	-3	0.1	-13	1.3	4
Cc1cnn(CCC(=O)NNC(=S)Nc2cccc(Cl)c2)c1	0.6	7	-1	-1.0	0.0	12	2	0.4	4	-0.3	-2

Screening results from PubChem BioAssay.
